PAFAH2 FP inh: PAFAH2 (human) inhibition; AID 492956; Q99487; recombinant PAFAH2, FP-rhodamine activity probe, fluorescence polarization; actives 0.99% (n = 340,000); inhibition, % at 3.39 µM;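 active = inhibition above the mean over all tested compounds plus 3 SD, cut at about 30% in these data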;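 note: inhibitors block probe labeling of enzyme so polarization drops; 0% = enzyme with DMSO and 100% = wells lacking PAFAH2 protein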
pPAFAH inh: pPAFAH (human) enzyme inhibition. recombinant pPAFAH, FP-rhodamine probe fluorescence polarization. inhibition, % at 3.39 µM. actives 1.5% (n = 330,000);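 active = inhibition above the mean inhibition across the screen plus 3 SD, cut at about 25% in these data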;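 note: inhibitors block binding of the rhodamine activity-based probe so polarization drops; 0% = enzyme with DMSO and 100% = wells lacking pPAFAH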
Target sequence (Q13093 whole entry, looked up): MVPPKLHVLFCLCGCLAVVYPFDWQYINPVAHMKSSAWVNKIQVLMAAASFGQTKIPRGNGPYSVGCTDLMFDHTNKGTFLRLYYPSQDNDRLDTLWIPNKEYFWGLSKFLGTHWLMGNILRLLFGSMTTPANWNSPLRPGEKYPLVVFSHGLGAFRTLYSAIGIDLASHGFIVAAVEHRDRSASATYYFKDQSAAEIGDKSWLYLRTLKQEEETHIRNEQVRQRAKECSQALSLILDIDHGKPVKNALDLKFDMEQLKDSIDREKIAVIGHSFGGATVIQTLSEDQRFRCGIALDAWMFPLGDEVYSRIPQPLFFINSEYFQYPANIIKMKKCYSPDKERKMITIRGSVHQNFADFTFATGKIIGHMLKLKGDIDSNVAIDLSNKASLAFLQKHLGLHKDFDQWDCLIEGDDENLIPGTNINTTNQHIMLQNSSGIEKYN
LYPLA1 counter: LYPLA1 (human) inhibition in PME1 counter-screen. actives 0.16% (n = 320,000). AID 2174. inhibition, % at 5.9 µM. recombinant LYPLA1, FP-Rh probe fluorescence polarization;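 active = inhibition above the mean of all tested compounds plus 3 SD, set per campaign, cut at about 14% in these data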;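 note: inhibitors block serine hydrolase probe labeling of LYPLA1 so polarization falls; 0% = enzyme with DMSO and 100% = wells lacking LYPLA1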
Target sequence (O75608 whole entry, looked up): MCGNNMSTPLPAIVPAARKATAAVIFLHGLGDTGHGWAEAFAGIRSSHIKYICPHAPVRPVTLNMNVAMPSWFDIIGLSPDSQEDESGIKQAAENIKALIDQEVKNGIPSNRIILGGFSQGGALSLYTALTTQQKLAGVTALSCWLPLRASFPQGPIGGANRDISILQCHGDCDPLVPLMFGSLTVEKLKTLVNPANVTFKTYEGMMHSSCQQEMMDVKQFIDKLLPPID
GSTO1 inh: GSTO1 inhibition, counter-screen for RBBP9 inhibitors; AID 1974; P78417; inhibition, % at 5.96 µM; recombinant GSTO1, activity-based probe fluorescence polarization; actives 1.1% (n = 300,000);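 active = inhibition above the campaign mean inhibition plus 3 SD, cut at about 35% in these data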;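 note: 0% = GSTO1-1 with DMSO and 100% = wells lacking GSTO1-1 enzyme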
PME-1 inh: PME-1 (human) inhibition; actives 0.53% (n = 320,000); AID 2130; recombinant PME-1, FP-Rh probe fluorescence polarization; inhibition, % at 5.9 µM;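 active = inhibition above the campaign mean of all compounds plus 3 SD, cut at about 26% in these data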;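 note: competitive labeling of PME-1 active site by serine hydrolase directed probe; 0% = PME-1 with DMSO and 100% = wells lacking PME-1 enzyme; inhibitors block probe labeling so polarization falls and inhibition rises; many of its hits are not listed in these tables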
PAFAH1B3 inh: blocks human PAF acetylhydrolase 1B catalytic subunit 3; Q15102; recombinant PAFAH1B3, FP-rhodamine probe, fluorescence polarization; inhibition, % at 3.39 µM; actives 0.28% (n = 340,000); AID 492972;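 active = inhibition above the screen-wide average of all tested compounds plus 3 SD, cut at about 25% in these data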;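 note: 0% = enzyme with DMSO only and 100% = wells lacking PAFAH1B3 protein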
Fam108B inh: Fam108B inhibition, counter-screen for RBBP9 inhibitors. actives 0.33% (n = 300,000). recombinant Fam108B, FP-Rh probe fluorescence polarization. AID 1947. inhibition, % at 9.51 µM;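 active = inhibition above the screen mean inhibition plus 3 SD, computed separately per campaign, cut at about 18% in these data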;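 note: inhibitors lower polarization as less probe binds the enzyme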
PAD4 FP inh: blocks human protein arginine deiminase 4 | Q9UM07 | recombinant PAD4, RCA probe fluorescence polarization | inhibition, % at 6.36 µM | actives 0.41% (n = 330,000) | AID 485272;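 active = percent inhibition above a cutoff equal to the mean of all tested compounds plus 3 SD, cut at about 15% in these data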;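 note: 0% = PAD4 with RCA probe and DMSO and 100% = probe without PAD4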
PAFAH1B2 inh: inhibitors of human PAFAH1B2. P68402. inhibition, % at 3.39 µM. recombinant PAFAH1B2, FP-rhodamine activity probe, fluorescence polarization. actives 1.2% (n = 340,000). AID 492953;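 active = inhibition above the mean of all tested compounds plus 3 SD, cut at about 24% in these data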;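 note: 0% = enzyme with DMSO and 100% = wells lacking PAFAH1B2; many of its hits are not listed in these tables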
Target sequence (P68402 whole entry, looked up): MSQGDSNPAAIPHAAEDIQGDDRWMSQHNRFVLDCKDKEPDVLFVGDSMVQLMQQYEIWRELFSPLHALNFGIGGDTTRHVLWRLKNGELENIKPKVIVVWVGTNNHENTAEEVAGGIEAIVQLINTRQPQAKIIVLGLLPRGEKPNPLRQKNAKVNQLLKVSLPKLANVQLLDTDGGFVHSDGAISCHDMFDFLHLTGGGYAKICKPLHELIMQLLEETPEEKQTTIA
Starred values were filed as active, the others as inactive; · = no result given. An excerpt; the hit share may differ from the screen's.

molecule | PME-1 inh | PAFAH1B2 inh | GSTO1 inh | pPAFAH inh | PAFAH1B3 inh | PAD4 FP inh | LYPLA1 counter | PAFAH2 FP inh | Fam108B inh
CC(C)Oc1ccc(/C=N/NC(=O)C(CSCc2ccccc2)NC(=O)c2ccc([N+](=O)[O-])cc2)cc1 (stereo not drawn) | 6.1 | -3.8 | -5.5 | -1.1 | -0.7 | -5.9 | -14.2 | -6.5 | -3.3
CC(C)(CO)NC(=O)C(c1ccccc1)c1ccccc1 | 0.3 | 9.0 | 2.1 | -1.4 | 3.9 | 0.9 | -3.9 | 6.4 | 5.0
Cc1ccc(-c2nn(-c3ccccc3)cc2/C=C/C(=O)OCC(=O)NC2CC2)o1 | -25.0 | 7.0 | -3.9 | -3.3 | -3.0 | -4.3 | -16.1 | 27.6 | -14.8
Fc1ccccc1Cn1nnc2c(-n3ccnc3)ncnc21 | 4.9 | 3.9 | -10.5 | 1.9 | 3.9 | 5.4 | 3.6 | -3.2 | -0.8
CCOC(=O)C(C)/C(C)=N/NC(N)=S (stereo not drawn) | 1.9 | -4.7 | 2.4 | 0.3 | 3.4 | 5.0 | 4.7 | -9.2 | -3.6
O=C(Cc1ccccc1F)Nc1ccc(S(=O)(=O)N2CCCCC2)cc1 | 3.2 | 9.6 | -1.7 | -2.8 | 11.5 | -3.7 | -0.9 | -5.2 | 3.0
Cc1ccc2nc(SCC(=O)Nc3ncccn3)[nH]c2c1 | 1.5 | 3.8 | 0.4 | -3.4 | 1.8 | 0.6 | -6.3 | 3.7 | 3.3
Nc1ncc([N+](=O)[O-])cc1Br | 1.9 | 2.0 | 24.0 | -4.7 | 0.7 | -4.3 | -0.2 | -1.1 | 4.8
Cc1c(Br)ccc(NC(=O)CCN2C(=O)C3C4CCC(C4)C3C2=O)c1C (stereo not drawn) | 2.8 | -2.4 | 4.5 | 6.3 | 5.4 | 0.3 | 7.4 | 0.2 | -0.1
CC(C)(C)NNC(=S)Nc1cccc(F)c1 | 6.1 | -3.2 | 7.8 | 0.7 | 3.3 | 3.3 | -0.1 | 4.1 | 0.0
CCC(=O)Nc1ccc(NC(=O)CSc2nc3c(c(=O)n(C)c(=O)n3C)n2CC)cc1 | -0.3 | 0.9 | 25.7 | 0.8 | 7.5 | 1.9 | 3.5 | -0.8 | -0.3
Cc1ccc(CNC(=O)CCS(=O)(=O)c2cc3c(cc2C)NC(=O)CO3)cc1 | -1.6 | 4.6 | 6.1 | 1.2 | 0.8 | -1.5 | -1.2 | -1.7 | -4.3
O=S(=O)(c1cccs1)N1CCN(Cc2cccc(F)c2)CC1 | 2.8 | 2.7 | -5.4 | 5.8 | 5.5 | -4.4 | 2.1 | 5.4 | 5.5
CCOc1ccccc1/C=N/n1nnnc1N | 0.6 | -0.8 | -4.9 | 3.3 | 4.5 | 1.2 | -3.3 | -5.8 | 5.2
Cc1nc(SCC(=O)NCC2CCCO2)nc(C)c1C (stereo not drawn) | · | 6.3 | · | 1.5 | 1.3 | 1.9 | · | -0.9 | ·
O=C(O)Cc1ccc(C(=O)c2ccc(Cl)cc2Cl)s1 | 2.5 | 0.8 | 4.3 | 2.2 | -0.6 | 2.5 | -3.3 | 3.6 | 2.5
O=C(CSCC(=O)N1CCOCC1)Nc1ccccc1 | -1.6 | 1.2 | -1.7 | 3.2 | 8.7 | -2.6 | -1.9 | -4.5 | -2.5
O=C(Nc1nnc(CC(c2ccccc2)c2ccccc2)s1)c1ccco1 | -5.8 | 7.9 | -1.1 | 1.7 | 5.3 | 0.1 | -5.4 | -7.1 | -2.2
CC(=O)c1cn(CCOc2ccc(F)cc2)c2ccccc12 | -1.0 | 1.2 | 9.4 | -0.4 | -2.2 | -4.0 | 1.6 | -6.2 | 3.5
Cc1cccc(Cc2nnc(CCC(=O)N3CCCCC3c3nccs3)o2)c1 (stereo not drawn) | -3.2 | -1.5 | -1.8 | 1.6 | 6.0 | -8.9 | 0.3 | -1.0 | 4.8
CC(C(=O)Nc1ccc(S(=O)(=O)N2CCCCC2)cc1)N1CCN(c2ccccn2)CC1 (stereo not drawn) | -3.4 | · | 6.1 | 0.2 | · | -2.3 | -2.1 | · | -3.5
O=C(c1cc2ccccc2cc1O)N1CCN(c2cccc(Cl)c2)CC1 | -8.8 | -0.4 | 5.1 | -4.5 | 7.8 | -5.3 | -7.8 | 2.0 | -6.4
COC(=O)c1c(C#N)c(N)nc2c1CCC2 | -3.6 | -3.5 | -2.9 | 1.6 | -7.1 | -1.0 | 3.9 | 3.6 | -1.3
Cc1ccc(CC(=O)NCC2CCCCC2)cc1 | 0.2 | -0.6 | 0.2 | -3.5 | 6.6 | -0.6 | -1.0 | -1.6 | -2.5
COc1ccccc1CN1CCNC(=O)C1CC(=O)NCCCn1cccn1 (stereo not drawn) | 3.0 | -0.3 | 6.6 | -3.8 | 2.7 | 2.4 | -0.7 | 2.7 | 2.7
O=C(COc1c(Cl)cc(Cl)cc1Cl)c1ccc(Cl)cc1 | 0.1 | 3.5 | -5.0 | 1.3 | 6.5 | -5.0 | 1.1 | 5.3 | 1.1
CC(=O)N1CCN(C(=O)CN2C(=O)NC(C)(c3ccc4ccccc4c3)C2=O)CC1 (stereo not drawn) | -5.2 | 0.6 | · | 10.7 | 2.2 | -3.2 | -0.6 | 3.9 | ·
OC[C@H]1NC[C@@H](O)[C@@H]1O | 0.5 | 2.6 | 4.3 | -2.1 | 4.8 | -3.4 | -1.9 | 5.0 | 2.4
Cc1oc(-c2cccc(F)c2)nc1CN1CCCN(C(=O)c2ccco2)CC1 | 4.9 | -0.9 | -2.1 | 4.8 | 9.3 | -3.9 | 0.8 | 2.4 | 2.1
CC(C)(C)C(=O)NC1(C(F)(F)F)NC(=O)N(Cc2ccccc2)C1=O (stereo not drawn) | 2.5 | 0.9 | -3.2 | 1.6 | 8.6 | 2.9 | 1.0 | 0.1 | 0.6
COc1ccc(S(=O)(=O)N2CCOCC2)cc1NC(=O)CSc1nnc(NC2CC2)s1 | · | 1.5 | · | 4.5 | -0.1 | -2.8 | · | 3.2 | ·
COc1ccc(C)cc1NC(=O)c1ccc(CN2CCN(c3ccccc3)CC2)cc1 | -1.2 | 0.4 | 5.4 | 2.0 | 5.8 | -0.4 | 12.9 | 5.1 | 2.2
O=S(=O)(Nc1ccncc1Cl)c1ccc2ccccc2c1 | 3.1 | 1.3 | 4.2 | 3.0 | 3.6 | -3.9 | 6.0 | 0.6 | -1.5
O=C(NCCCN1CCOCC1)C1(c2ccccc2)CCCC1 | -1.8 | 7.6 | -2.4 | 3.2 | 1.0 | -1.0 | 2.9 | 0.9 | 1.2
O=C(Nc1ccccc1)Nc1ccc(C(=O)N2CCOCC2)cc1 | -1.4 | 0.1 | -5.3 | 1.9 | 0.2 | 1.1 | -5.3 | 2.4 | -0.4
CN(C)C(=O)c1ccc(NC(=O)c2sccc2-c2ccccc2)cc1 | 5.8 | 11.4 | 2.2 | 4.5 | 2.6 | -1.0 | -0.2 | -3.0 | -1.7
CCCN(CCC)CCCn1c(=O)[nH]c2ccccc21 | -5.5 | 6.8 | -2.2 | 3.8 | -1.8 | 2.7 | -2.3 | 8.1 | 0.9
CCC(=O)Nc1nc2nc(-c3ccccc3)cc(-c3ccccc3)n2n1 | 0.1 | 1.8 | -4.9 | 1.9 | 7.3 | -1.8 | -0.2 | -0.6 | -2.5
CCC1(C)N=c2c(c(=O)n(C)c(=O)n2C)=NO1 (stereo not drawn) | -1.2 | 0.3 | 1.1 | -5.1 | 7.1 | -5.1 | -1.1 | -6.5 | -0.7
O=C(CCNC(=O)c1ccc([N+](=O)[O-])cc1)NCCc1ccccc1 | -4.2 | 3.5 | 3.6 | -0.2 | 6.5 | -0.3 | 1.0 | -2.1 | -2.0
CC(C)c1ccc(NC(=O)NC2(C(=O)NCc3cccnc3)CCCCC2)cc1 | 3.4 | 1.5 | 4.3 | 0.0 | -5.4 | -0.7 | 3.3 | 4.7 | 4.7
CCn1c(SCC(=O)c2ccccc2)nc2ccccc2c1=O | -4.6 | 0.9 | 6.2 | 2.9 | 5.9 | -3.6 | -1.5 | 1.8 | -5.5
O=c1c(-c2nc3ccccc3s2)cccn1Cc1ccc(Cl)cc1 | -1.6 | 3.8 | 4.1 | 2.0 | 2.4 | -5.3 | -4.3 | 3.7 | -2.5
COc1ccc(C(=O)N2CCC(C(=O)N3CCN(c4ccccc4)CC3)CC2)cc1 | -3.4 | 2.9 | 6.0 | 4.1 | 2.9 | 0.2 | 0.8 | 8.0 | -1.4
O=C(NCCCN1CCCCCC1)c1ccc(N2CCCC2=O)cc1 | -22.6 | 9.5 | -5.6 | -1.8 | 2.9 | -2.8 | -1.6 | -1.4 | 4.8
O=C(NCc1ccco1)c1cccnc1-c1nc2ccccc2s1 | -3.1 | 5.3 | 10.2 | 3.2 | 8.3 | 8.7 | 2.1 | -2.1 | 3.7
COC(=O)C1CCN(C(=O)CSc2ccccc2)CC1 | 5.7 | 3.5 | 1.2 | 0.9 | 2.4 | -2.5 | 0.9 | -1.3 | -1.6
CC(C)C(=O)NNC(=O)c1c(O)c2ccccc2[nH]c1=O | 1.1 | 5.2 | -2.6 | 0.1 | 2.5 | 0.9 | 2.4 | 4.8 | -1.8
O=[N+]([O-])c1ccc(N2CCN(C(=S)NCc3ccc(Cl)cc3)CC2)cc1 | -18.3 | -0.9 | -26.2 | -5.7 | 5.1 | -8.7 | -2.6 | -9.0 | -7.1
CCOC(=O)C1=C(C)N(CCCC(=O)O)C(=O)NC1c1ccccc1OS(=O)(=O)c1ccc(C)cc1 (stereo not drawn) | 6.1 | 12.3 | 8.2 | 1.6 | 9.4 | -2.4 | -3.7 | 0.6 | 5.5
Cc1c(NC(=O)CSc2nc3ccccc3n2C)c(=O)n(-c2ccccc2)n1C | 2.7 | 1.6 | -2.2 | 3.8 | 7.5 | -3.7 | 7.8 | 4.2 | -0.3
COc1cc(S(=O)(=O)N2CCN=C2c2ccccc2)ccc1F | -4.8 | 1.7 | 3.5 | -3.1 | 0.8 | -5.8 | -0.5 | -4.0 | -3.4
Cc1ccc(-c2nc(-c3ccncc3)no2)c(C)c1 | -6.2 | 7.7 | 7.0 | 4.6 | 10.4 | 4.7 | -0.8 | 1.5 | -0.3
CCc1ccc(NC(=S)N2CCC(NC(=O)c3ccccc3)CC2)cc1 | 3.3 | -1.8 | -6.4 | 1.7 | 10.7 | -0.5 | 0.6 | 2.8 | -1.6
CC(=O)c1c(C(C)=O)c(C)n(NC(=O)c2ccccc2Cl)c1C | 8.6 | 1.6 | -4.2 | 4.8 | 1.4 | -1.5 | 1.7 | -3.9 | 0.6
CC1=CCC(C(=O)O)C(C(=O)Nc2cccnc2)C1 (stereo not drawn) | -6.3 | 4.3 | 1.4 | 0.0 | 12.9 | -1.5 | -1.5 | 2.2 | 0.8
Cc1ccc(NC(=O)CN(C)Cc2c(O)ccc3ccccc23)cc1 | -1.5 | · | 9.8 | 2.9 | · | 1.2 | -1.2 | · | 5.2
COc1ccc(-c2noc(-c3ccc(Cl)cc3)n2)cc1 | -0.6 | · | 2.5 | 3.7 | · | -7.5 | 3.2 | · | 4.7
